# Autophagy HCS: modulators of autophagy | MEF GFP-LC3 puncta imaging; test concentration mostly 10 µM | calls only at 10 µM (by protocol) | 190,000 tested, 0.98% active;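 active = percentage of spot-positive cells more than 3 SD above its plate mean, without a fluorescence outlier flag or 80% toxicity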;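 also: spot-positive cell cutoff set from DMSO-treated cells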
# Insulin prom up: MIN6 insulin promoter up-regulation | MIN6 insulin promoter-GFP reporter, high-content imaging; hits give high values | z-score at 5 µM | 190,000 tested, 0.3% active;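 active = z-score above 3 at 5 µM with at least 500 cells counted in the well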
# K1F lysis inhibition: protection from phage-mediated lysis, alamar blue read-out – E. coli UTI89, K1F phage, bacterial capsule biogenesis inhibitors (AID 488966); E. coli UTI89 K1F phage lysis, alamar blue, 2 h; higher % means a stronger effect; inhibition, % at 100 µM, or IC50 in µM where a hit was titrated; 340,000 tested, 0.02% active;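 active = phage lysis inhibition, versus mean bacterial control, above a set limit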;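 also: capsule biogenesis inhibitors block K1F phage lysis so surviving cells raise fluorescence; higher fluorescence means more inhibition of phage lysis; actives were called in the ten point dose series up to 300 µM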
# bCat nuc transl: modulators of beta-catenin nuclear translocation; 190,000 tested, 0.3% active; nuclear translocation activity, % at 5 µM; HeLa beta-catenin nuclear translocation, immunofluorescence imaging;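 active = nuclear translocation activity above 50% at 5 µM, with a well cell count of 50 or more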;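 also: per-cell ratio of nuclear to cytoplasmic median beta-catenin stain intensity; plate controls were DMSO negative control for no effect and GSK-3 inhibitor IX positive control for full effect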
#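 assay system = human HeLa cells, endogenous beta-catenin | times = compound treatment 24 h, 37°C, 5% CO2 | detection = Anti-beta-catenin immunofluorescence on PFA-fixed, Triton-permeabilized cells, DAPI nuclei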
# M17LAP inhibition: P. falciparum M17LAP inhibitors, primary screen, biochemical, fluorogenic H-Leu-NHMec substrate, 1536-well (AID 1619). 220,000 tested, 0.38% active. inhibition, % at 30 µM, or IC50 in µM where a hit was titrated. recombinant M17LAP, H-Leu-NHMec fluorogenic kinetic assay; higher % means a stronger effect;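 active = compound inhibiting the enzyme by more than half at any dose during confirmatory dose-response retesting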;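 also: plate controls were full reaction with DMSO carrier for no effect and no enzyme background for full effect; strong numbers were not always called active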
# M1AAP inhibition: malaria alanyl aminopeptidase activity blockers – biochemical, fluorogenic H-Leu-NHMec substrate, 1536-well (AID 1445); recombinant M1AAP, H-Leu-NHMec fluorogenic kinetic assay; higher % means a stronger effect; inhibition, % at 30 µM; hits with a dose series show IC50 in µM; 220,000 tested, 0.42% active;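 active = primary inhibition above the hit cutoff, then over 50% inhibition at one or more dose response concentrations, cut at about 23% in these data, passing the limit was not always enough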;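 also: plate controls were DMSO full reaction for no effect and no enzyme background for full effect; strong numbers were not always called active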
# MT stabilize HCS: microtubule stabilization, imaging screen; HeLa tubulin immunostaining HCS, 24 h; share of cells brighter than vehicle mean+2SD; % tubulin-high responders, % at 10 µM; 200,000 tested, 0.83% active; AID 2205;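 active = plate Z-score above 3 for both tubulin-high and condensed-nucleus cell shares, with cell loss under 80%, at 10 µM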;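 also: anti alpha tubulin signal scored within the nucleus-defined area of each cell; some results filed as inactive read as strong as hits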
# CSM14.1 death rescue: protection against thapsigargin-triggered cell killing – 384-well, CSM14.1, ATP luminescence, primary screen (AID 1222); one-dose cellular ATP content (survival), % at 20 µM; EC50 in µM for titrated hits; CSM14.1 thapsigargin-induced death rescue, ATP luminescence; higher % means a stronger effect; 190,000 tested, under 10 active;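 active = EC50 below 50 µM in the dose-response confirmation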;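 also: death triggered by thapsigargin at about 15 µM added after 2 h compound pretreatment; cell ATP read after overnight thapsigargin exposure of roughly 18 to 22 hours; normalized against plate controls of thapsigargin alone and 5% DMSO vehicle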
# Dynein cargo inh: blocks dynein driven cargo transport along microtubules | z-score, hits read low | 3617.4 mouse cells, GR-EGFP nuclear translocation imaging; test concentration mostly 20 µM; stimulated with dexamethasone, 1 µM; hits give low values | 220,000 tested, 0.47% active | AID 1381;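 active = plate z-score of nuclear minus cytoplasmic receptor signal below a set negative limit, without overly bright fluorescence or cell loss, cut at about -3.5 in these data, passing the limit was not always enough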;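 also: z-score of nuclear minus cytoplasmic ring GR-EGFP intensity difference per well; some compounds called inactive have numbers as strong as hits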
#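 Medium: Induction medium lacking tetracycline, stripped serum | Probe or stimulus: 1.0 µM final dexamethasone stimulus | Schedule: 48 h induction, then 1 h compound, then 30 min agonist, 37 °C | Signal: Automated 10x imaging of fixed Hoechst-stained cells | Evaluation: Per-cell GR-EGFP intensity, nucleus versus surrounding cytoplasmic ring, well-averaged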
# Dynein cargo inh cytoplasmic EGFP: also measured in Dynein cargo inh; calls as there; z-score; measured here: cytoplasmic GR-EGFP intensity; hits give high values
# Dynein cargo inh nuclear GR-EGFP: second read-out of Dynein cargo inh, no call of its own (marks repeat the call); z-score; measured here: nuclear GR-EGFP intensity;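 lower value marks the stronger effect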
# Dynein cargo inh cell count: recorded beside Dynein cargo inh, whose call it bears; z-score; measured here: cell count per field
# Insulin prom up cell count: recorded beside Insulin prom up, whose call it bears; cell count; measured here: cytotoxicity, nuclei count;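 total cells summed across four imaged fields per well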
# bCat nuc transl cell count 5 µM: recorded beside bCat nuc transl, whose call it bears; cell count; measured here: cell count, cytotoxicity flag
# MT stabilize HCS Hoechst-high %: further read-out of MT stabilize HCS, marked with its call; % Hoechst-high responders; measured here: nuclear condensation Hoechst responders;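 share of cells brighter than vehicle mean plus two SD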
# MT stabilize HCS cytotoxicity %: recorded beside MT stabilize HCS, whose call it bears; toxicity, %; measured here: cytotoxicity by cell density;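 0% = mean cell density of plate MIN control wells and 100% = no cells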
# Autophagy HCS cell loss 18 h: second read-out of Autophagy HCS, no call of its own (marks repeat the call); toxicity, %; measured here: cell loss, nuclei count;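 cell loss after 18 h compound exposure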
# * marks the source's active call; other numbers are inactive results; i = inactive; x = no result given; + = active, no number; [ ] = remark or other dose. Hits appear at their usual frequency; 2.9% or so of the library scored in one or more.
SMILES,Autophagy HCS,Autophagy HCS cell loss 18 h,Insulin prom up,Insulin prom up cell count,K1F lysis inhibition,bCat nuc transl,bCat nuc transl cell count 5 µM,M17LAP inhibition,M1AAP inhibition,MT stabilize HCS,MT stabilize HCS Hoechst-high %,MT stabilize HCS cytotoxicity %,CSM14.1 death rescue,Dynein cargo inh,Dynein cargo inh cytoplasmic EGFP,Dynein cargo inh nuclear GR-EGFP,Dynein cargo inh cell count
COC(=O)c1cc2occc2n1CC(=O)Nc1ccc(OC)c(OC)c1OC,i,-10.9,0.26,1014,1.8%,-3.7,1293,7.0%,4.0%,2.7,2.0,4.5,1.3%,-0.238,-0.379,-0.0651,0.566
CCOc1ccc2nc(NS(=O)(=O)Cc3ccccc3)sc2c1,i,8.1,-0.18,910,-0.1%,x,x,0.5%,7.7%,16.5,47.9,47.5,0.2%,1.88,-0.25,0.987,-0.948
CN1C(=O)/C(=C\c2cc(Br)cs2)c2ccccc21,i,13.7,0.09,1552,-0.2%,0.9,1143,-0.9%,7.8%,3.0,1.2,4.7,-0.3%,-0.000938,0.44,-0.116,-0.211
Cc1c2cnn(-c3ccccc3)c(=O)c2c(C)n1CCCC(=O)N1CCN(C2CCCCC2)CC1,x,x,-0.49,1004,-0.1%,0.2,1364,16.0%,4.4%,x,x,x,x,-0.499,-0.236,0.484,-0.284
O=C(COc1ccccc1)N/N=C/c1ccc(O[C@@H]2O[C@H](CO)[C@@H](O)[C@H](O)[C@H]2O)cc1,i,5.9,-0.01,1268,2.8%,-0.2,1004,10.7%,6.1%,2.1,1.9,12.0,-2.1%,-0.425,-0.246,0.112,0.0439
CCc1ccc(OCC(=O)N/N=C/c2ccc(OS(=O)(=O)c3ccc(C)cc3)c(OC)c2)cc1,i,7.3,0.1,1576,0.2%,4.1,1061,-0.4%,9.9%,1.5,1.6,8.2,-1.3%,-1.14,-0.22,-0.763,0.26
O=C(NCCc1ccccc1)c1cc2sccc2n1Cc1ccccc1,i,-2.2,-0.14,1389,0.7%,-4.0,1411,5.6%,-2.9%,3.4,0.7,0.2,-2.2%,1.31,-0.167,1.15,-0.871
c1ccc(-c2nnc3n2N=C(c2ccc4c(c2)OCO4)CS3)nc1,i,-10.0,-0.1,1046,-1.9%,3.1,1176,2.7%,1.2%,6.8,4.0,0.3,-0.4%,-0.753,-0.34,-0.362,0.879
CC(OC(=O)CNS(=O)(=O)/C=C/c1ccccc1)C(=O)Nc1ccc(S(=O)(=O)N2CCCC2)cc1 (stereo unspecified),i,-4.5,-0.06,1385,-0.2%,-0.1,965,0.6%,-6.8%,2.1,2.3,6.5,-1.2%,0.336,-0.318,-0.234,0.143
CCOC(=O)C(O)(NC(=O)c1cccnc1)C(F)(F)F (stereo unspecified),i,-2.0,0.49,698,0.6%,5.1,996,-6.2%,-5.1%,2.1,1.2,7.2,3.4%,3.34,-0.0838,1.19,-1.6
Cc1ccc(NC(=O)c2sccc2C)cc1[N+](=O)[O-],i,5.9,0.51,1336,0.8%[50 µM],x,x,-7.0%,6.9%,2.4,2.7,0.7,-1.2%,-0.284,-0.25,-0.072,-0.316
O=C(CCNS(=O)(=O)c1cccs1)NCc1cccs1,i,9.4,-0.25,1612,-0.4%,1.6,1322,-3.1%,-0.3%,2.4,1.6,10.0,-0.2%,-0.672,-0.261,-0.278,0.0761
CCOC(=O)c1[nH]c(C)c(C(=O)N2CCOCC2)c1C,i,-11.2,-0.29,861,-0.1%,x,x,4.1%,6.2%,2.4,3.0,6.9,0.8%,0.104,-0.266,0.193,0.455
CCCN1C(=O)c2ccc(C(=O)NC3=NCCS3)cc2C1=O,i,1.5,0.48,1647,-0.2%,1.7,958,-2.2%,10.5%,3.2,2.3,4.9,-2.7%,0.369,-0.249,-0.0263,0.0731
CC1(C)OC(c2ccccc2)=C/C(=C\C=N\NC(=O)c2ccncc2)O1,x,x,0.18,895,x,0.3,1248,34.2%,10.4%,x,x,x,x,0.947,-0.249,0.463,-0.759
c1csc(-c2ccn[nH]2)c1,x,x,0.65,1462,0.0%,-1.5,1215,-8.2%,4.9%,x,x,x,x,-1.2,-0.303,-0.729,1.58
O=Cc1ccc(OC2OCCOC2Oc2ccc(C=O)cc2)cc1 (stereo unspecified),i,-8.1,0.49,1486,0.9%,-4.0,570,16.5%,17.1%,5.5,3.7,10.0,3.2%,-0.0914,-0.278,-0.51,0.27
CC(Nn1cnnc1)c1cc(Cl)ccc1O (stereo unspecified),i,-2.6,-0.26,1330,-2.4%,0.9,1034,x,x,1.7,1.7,10.9,-0.5%,1.26,-0.136,1.35,-1.6
Cc1cc2nc(C3CCCN(C(=S)Nc4ccccc4)C3)[nH]c2cc1C (stereo unspecified),i,-5.8,0.08,1563,0.2%,1.1,1271,0.4%,0.8%,1.5,1.3,7.7,-0.4%,-0.266,-0.147,-0.157,0.946
CCOc1ncccc1C(=O)N1CCN(c2cc(Cl)ccc2C)CC1,i,51.7,-0.29,721,-0.9%,84.3*,515*,-7.0%,0.6%,10.5,54.3,58.5,0.3%,0.823,-0.284,0.0179,-0.623
CC(=O)c1ccc(NC(=O)Nc2ccc3c(c2)nc(C)n3C)cc1,+,15.4*,0.36,1358,0.5%,0.7,1544,5.5%,0.7%,2.8,1.1,8.5,-1.9%,-0.667,-0.326,-0.204,0.791
C=CCn1c(=N)n(CC(O)COc2ccccc2OC)c2ccccc21 (stereo unspecified),i,3.4,-1.2,1030,3.4%,x,x,-2.1%,-1.8%,7.0,2.0,6.8,-1.4%,0.214,0.476,0.549,-0.634
COC(=O)c1c(NC(=O)c2c(C)noc2C)sc2c1CCCCCC2,i,-7.0,-0.43,1305,x,1.0,1051,8.0%,2.0%,4.7,2.3,5.0,2.8%,1.11,-0.187,0.491,-0.836
O=C(COc1ccccc1Cl)NCCCN1CCOCC1,i,-1.7,-0.08,1329,0.8%,0.7,1057,-0.1%,-0.1%,3.6,1.2,0.6,x,-0.127,-0.274,0.108,1.59
CCOc1ccc(C2=NNC(c3cccs3)=Nc3ccc(OC)cc32)cc1,i,-8.8,x,x,1.1%,2.5,506,11.5%,3.2%,3.7,2.2,8.9,-2.8%,0.0444,-0.226,-0.0468,-0.461
CCOC(=O)N1CCN(c2cc3nccnc3cc2F)CC1,i,-1.4,-0.54,1049,3.4%,x,x,1.7%,2.6%,0.8,1.6,15.7,-3.2%,-0.64,-0.263,-0.213,0.927
COc1ccc(/C=N/NC(=S)Nc2cc(S(=O)(=O)N3CCOCC3)ccc2N2CCOCC2)cc1O,i,-5.5,-0.84,1264,11.9%,-2.2,1070,-7.4%,14.2%,16.8,16.8,56.3,-0.7%,-0.624,-0.317,-0.743,1.26
COc1ccc(N=C2CCS(=O)(=O)c3sccc32)cc1,i,-9.6,1.05,1427,-0.2%,-0.8,1435,13.1%,3.4%,1.9,2.3,9.7,-2.1%,-0.406,-0.182,-0.573,-0.199
O=S(=O)(c1ccccc1)N1CCC(O)(CSc2ccc(Cl)cc2)CC1,i,-22.6,x,x,0.1%,x,x,-3.0%,5.7%,2.3,0.8,6.2,0.4%,-0.845,-0.194,-0.639,0.102
CCOc1ccc(-n2c(SC)nc3c(c2=O)SCC3)cc1,i,22.8,0.36,1246,1.0%,x,x,-9.1%,-3.4%,2.0,2.2,3.6,-2.9%,0.399,-0.227,0.556,0.197
O=[N+]([O-])c1cc(Cl)ccc1NCCNc1ncc(C(F)(F)F)cc1Cl,i,6.8,-0.07,1866,0.0%,0.9,938,-0.3%,-1.8%,1.1,1.8,1.4,-2.1%,0.18,-0.188,-0.435,0.802
COc1cccc(N=Cc2c(O)n(-c3cccc(C)n3)c(=O)c3ccccc23)c1,i,-3.5,0.07,1032,9.9%,x,x,-8.1%,6.9%,1.9,1.5,0.4,0.4%,0.126,-0.16,0.204,0.558
CCOC(=O)c1c(C)[nH]c(C)c1C(=O)COC(=O)c1nc2nccc(C)n2n1,i,-0.3,0.28,1090,0.3%,-0.5,1127,-8.4%,3.4%,1.3,1.5,0.2,-1.3%,0.313,-0.213,0.0447,-0.222
CN(C)S(=O)(=O)N(CC(=O)N1CCOCC1)c1ccccc1,i,24.1,0.8,902,4.2%,-1.1,1221,-2.3%,2.4%,2.8,3.0,18.6,-1.8%,-0.833,-0.295,-0.425,0.468
CN1CCN(C(=S)C(=O)NCc2ccccc2)CC1,i,-12.9,-0.09,1643,0.3%,-1.7,894,14.2%,0.5%,2.5,1.6,7.5,-0.5%,-0.0687,-0.221,0.602,0.231
N#CCCn1cc(C(=O)O)c(-c2cc3ccccc3o2)n1,i,10.1,0.36,1257,0.4%,0.4,529,-7.0%,4.6%,4.0,1.4,7.2,-4.7%,1.36,-0.184,0.369,-0.598
Cc1ccc(-c2cccc(C3CC=CC4C3C(=O)N(Cc3ccccc3)C4c3cc(C)ccc3F)c2)cc1 (stereo unspecified),x,x,x,x,0.5%,-2.5,1203,3.1%,2.3%,x,x,x,x,-0.583,-0.779,-0.118,-0.274
O=[N+]([O-])c1ccccc1/C=C/C=N/n1c(-c2ccccc2F)n[nH]c1=S,x,x,0.5,1093,-1.3%,-0.9,1373,11.6%,5.9%,x,x,x,x,-0.606,-0.181,-0.344,0.784

# Screening data as filed in PubChem.
